High-throughput results as filed in PubChem.
GPR35 antagonists: GPR35 antagonists blocking zaprinast-driven arrestin recruitment, primary screen, imaging, U2OS, beta-arrestin-GFP, zaprinast agonist (AID 2058); U2OS GPR35 beta-arrestin-GFP translocation imaging, zaprinast antagonism; higher % means a stronger effect; inhibition, % at 10 µM, or IC50 in µM where a hit was titrated; actives 0.052% (n = 290,000);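 active = inhibition of at least 50% with at least 30 cells and total cytoplasm GFP at most 10,000,000; inconclusive = under 30 cells or total GFP of 10,000,000 plus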
HIV peptide binding: cell-free HIV fusion peptide-binding blockers – biochemical, uHTS, fluorescence dequenching, primary screen (AID 1986) | cell-free peptide binding, fluorescence dequenching, 30 min; higher % means a stronger effect | inhibition, % at 20 µM, or IC50 in µM where a hit was titrated | actives 0.3% (n = 290,000); in the data active = inhibition mostly above about 52%, no sharp cut-off; inactive = mostly below about 76%; note: some results filed as inactive read as strong as hits
SIAH1 antagonists: Siah-1 peptide-binding antagonists, primary screen, biochemical, fluorescence polarization, rhodamine-plectin, uHTS (AID 1817); Siah-1 / rhodamine-plectin peptide fluorescence polarization; higher % means a stronger effect; displacement, % at 20 µM, or IC50 in µM where a hit was titrated; actives 0.02% (n = 290,000);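 active = displacement of at least 50% at 20 µM, with a fluorescence ratio check between 0.3 and a set limit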;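 note: plate controls were Siah plus tracer with DMSO for no effect and tracer alone without Siah for full effect; strong numbers were not always called active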
K1F lysis inhibition: protection from phage-mediated lysis, alamar blue read-out – E. coli UTI89, K1F phage, bacterial capsule biogenesis inhibitors (AID 488966); E. coli UTI89 K1F phage lysis, alamar blue, 2 h; higher % means a stronger effect; one-dose inhibition, % at 100 µM; IC50 in µM for titrated hits; actives 0.02% (n = 340,000);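 active = phage lysis inhibition, versus mean bacterial control, above a set limit; inconclusive = no clear call, values can overlap the other calls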;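 note: capsule biogenesis inhibitors block K1F phage lysis so surviving cells raise fluorescence; higher fluorescence means more inhibition of phage lysis; actives were called in the ten point dose series up to 300 µM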
GPR55 LPI antagonism: inhibition of LPI-stimulated GPR55 beta-arrestin translocation – imaging, U2OS, beta-arrestin-GFP, LPI agonist, primary screen (AID 2013) | actives 0.13% (n = 290,000) | one-dose inhibition, % at 10 µM; IC50 in µM for titrated hits | U2OS GPR55 beta-arrestin-GFP translocation imaging, LPI antagonism; higher % means a stronger effect;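 active = spots per cell inhibited over 60%, with over 100 cells counted and total cytoplasm intensity under 500,000; inconclusive = wells with under 100 cells, flagged as likely toxic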;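 note: U2OS cells stably carrying GPR55 and arrestin-GFP stimulated by 5 µM LPI near EC80; imaged beta-arrestin-GFP aggregate spots per cell after agonist stimulation; plate controls were LPI-stimulated DMSO wells for no effect and DMSO wells without LPI for full effect; some results filed as inactive read as strong as hits; confirmed hits need IC50 under 10 µM and bright autofluorescent wells are also inconclusive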
AID2073: inhibitors of Mint1-CaV2.2 protein interaction, biochemical, HTRF (AID 2073). HTRF protein-protein interaction, Mint1-CaV2.2; higher % means a stronger effect. inhibition, % at 20 µM; hits with a dose series show IC50 in µM. actives 0.19% (n = 290,000); in the data active = inhibition mostly above about 51%, no sharp cut-off; inconclusive = no clear call, values can overlap the other calls; inactive = mostly below about 53%; note: some results filed as inactive read as strong as hits
NTR1 agonist: agonists of NTR1, primary screen, imaging, U2OS cells, beta-arrestin-GFP, high content (AID 493036); NTR1-U2OS beta-arrestin-GFP spot imaging, agonist mode; actives 0.17% (n = 330,000); P30989; activation, % at 20 µM;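 active = activation at or above 40% of the spot to cytoplasm intensity ratio, with at least 20 cells analyzed; inconclusive = wells under 20 cells, flagged as cytotoxic or low count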;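 note: 0% = DMSO without peptide and 100% = 100 nM NTR1 peptide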
Target sequence (P30989 whole entry, looked up): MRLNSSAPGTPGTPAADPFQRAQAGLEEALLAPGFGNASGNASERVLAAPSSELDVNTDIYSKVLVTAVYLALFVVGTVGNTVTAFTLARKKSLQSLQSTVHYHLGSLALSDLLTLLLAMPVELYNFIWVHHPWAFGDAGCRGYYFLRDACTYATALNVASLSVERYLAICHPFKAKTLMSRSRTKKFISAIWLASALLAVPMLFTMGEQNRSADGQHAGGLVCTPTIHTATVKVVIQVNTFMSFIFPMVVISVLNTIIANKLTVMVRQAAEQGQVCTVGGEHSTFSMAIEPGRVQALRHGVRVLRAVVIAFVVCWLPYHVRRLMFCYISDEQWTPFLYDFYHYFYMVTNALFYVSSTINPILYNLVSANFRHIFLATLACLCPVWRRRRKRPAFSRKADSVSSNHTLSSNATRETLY
GPR55 activation: selective activators of receptor GPR55 – imaging, U2OS cells, beta-arrestin-GFP redistribution, primary screen (AID 1961); actives 0.048% (n = 290,000); U2OS GPR55 beta-arrestin-GFP redistribution imaging; higher % means a stronger effect; activation, % at 10 µM, or EC50 in µM where a hit was titrated;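 active = activation above 40% with more than 50 cells counted in the well; inconclusive = wells holding fewer than 50 cells, flagged as toxic or sparse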;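 note: U2OS osteosarcoma cells stably expressing GPR55 and beta-arrestin-GFP; plate controls were DMSO negative control for no effect and LPI positive control for full effect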
Dengue-2 NS5 capping: flavivirus cap methylation enzyme inhibition – biochemical, confirmation dose response, primary screen (AID 588689) | Dengue-2 NS5 methyltransferase capping enzyme assay, biochemical; higher % means a stronger effect | actives 0.3% (n = 340,000) | inhibition, % at 25 µM; hits with a dose series show IC50 in µM; in the data active = a potency from the dose series; inconclusive = inhibition above about 29% without an active follow-up result
NTR1 agonist cell count 20 µM: also measured in NTR1 agonist; calls as there; cell count; measured here: cell count, cytotoxicity flag
Dengue-2 NS5 capping pilot replicate: further read-out of Dengue-2 NS5 capping, marked with its call; inhibition, %; measured here: pilot screen replicate inhibition
The depositor's hits bear a star; i = inactive; u = inconclusive; x = no result given; [ ] = dose if it differs, or a comment.

SMILES | GPR35 antagonists | HIV peptide binding | SIAH1 antagonists | K1F lysis inhibition | GPR55 LPI antagonism | AID2073 | NTR1 agonist | NTR1 agonist cell count 20 µM | GPR55 activation | Dengue-2 NS5 capping | others
Brc1ccc(CN2CCN(c3ccccc3)CC2)o1 | -2% | 0.9% | 5% | -1.2% | 5% | 0% | -0.1 | 67 | -0.1% | 7%
O=C(Nc1ccccc1Oc1ccccc1)C1=COCCO1 | -6% | -0.4% | -6% | 0.6%[50 µM] | 13% | 51% | 0.3 | 58 | -0.2% | -7%
S=C(Nc1ccc2[nH]ccc2c1)NC1CCCCC1 | 1% | -2.5% | -7% | 0.4% | 2% | -13% | 2.4 | 46 | 0.0% | -6%
CC(=O)Nc1ccc(S(=O)(=O)N(Cc2cc3ccc(C)cc3[nH]c2=O)CC2CCCO2)cc1 (configuration not stated) | -6% | 0.1% | 3% | 0.2% | -9% | 2% | 0.2 | 66 | 0.0% | -6%
C[C@H](NC(=O)c1nc[nH]c1C(=O)NC(c1ccccc1)c1ccccc1)C(=O)OC(C)(C)C | -11% | 1.7% | 0% | 0.4% | 1% | 14% | 32 | 52 | 0.3% | 2%
CCn1c(CC(=O)Nc2ccccc2F)nnc1SCC(=O)NC1CCCC1 | -6% | 0.0% | 0% | 0.2% | -6% | 5% | -0.6 | 55 | 0.0% | -7%
Fc1ccccc1N1CCN(c2ncnc3nc[nH]c23)CC1 | -6% | -0.8% | 1% | -0.2% | 3% | 9% | 3.2 | 60 | -0.1% | -7%
O=C(NC1CCCCC1)C1(S(=O)(=O)c2ccc(Cl)cc2)CC1 | 16% | -0.6% | 15% | 0.4% | 2% | 8% | -1.9 | 42 | x | -2%
O=C(OCCN1CCOCC1)c1cccc(F)c1 | 34% | -1.0% | -9% | 0.2% | 9% | 9% | -0.1 | 53 | -0.2% | 7% | Dengue-2 NS5 capping pilot replicate=1.8
O=C(O)c1ccc2c(=O)n3c(nc2c1)/C(=C/c1ccc(Cl)c(Cl)c1)CC3 | 7% | 43% | 10% | 0.1% | 10% | 35% | 8.1 | 97 | -0.1% | 3%
COc1cccc(/C=N/NC(=O)c2ccc(=O)n(C)c2)c1OC | 14% | 1.6% | 0% | -0.1% | -6% | 10% | 0.5 | 44 | 0.3% | -5%
O=C(C1CC(=O)N(C2CCCC2)C1)N1CCN(c2ccccc2F)CC1 (configuration not stated) | -2% | 1.3% | 2% | -1.2% | 4% | -2% | -2.6 | 75 | -0.2% | -1%
COc1cc(C(=O)Nc2ccc(O)cc2C(=O)O)ccc1OC(C)=O | 3% | -2.2% | 4% | i | 9% | 4% | 0.3 | 87 | 0.3% | -4%
CCc1nc2ccccc2c(C(=O)Nc2cc(C)ccc2C)c1C | -9% | 0.5% | 6% | 0.2% | 16% | 8% | -0.2 | 56 | -0.1% | 0% | Dengue-2 NS5 capping pilot replicate=-1.2
COc1ccc(NC(=O)CN2CCN(S(=O)(=O)N(C)C)CC2)cc1 | 3% | -1.3% | 2% | 0.5% | -21% | 10% | -0.1 | 64 | -0.1% | 3% | Dengue-2 NS5 capping pilot replicate=3.6
CCCCN(CC)CCCNC(=S)Nc1ccc2nc(N3CCN(C)CC3)cc(C)c2c1 | 19% | -1.9% | -13% | 0.1% | 9% | -10% | 0.5 | 52 | -0.3% | -15%
O=C(Nc1cc(C(F)(F)F)ccc1-n1cncn1)c1ccc(-c2ccccc2)cc1 | -1% | -3.7% | -5% | -0.1% | 7% | 3% | 5.3 | 95 | -0.1% | -7%
CCOC(=O)C1CCN(C(=O)c2cnn3c(C)cc(C)nc23)CC1 | -1% | -0.2% | 1% | 3.2% | 0% | 11% | 2.2 | 86 | 0.2% | 1%
COc1cc(C2CC(=O)n3c(nc4ccccc43)S2)cc(OC)c1OC (configuration not stated) | 6% | 0.7% | 1% | x | 1% | 9% | x | x | 0.0% | x
COc1ccc(CN2C(=O)C(C)N(C(=O)c3c(F)cccc3F)c3ccccc32)cc1 (configuration not stated) | 11% | 1.2% | -2% | 0.2% | -4% | -8% | -0.1 | 70 | 0.0% | -1%
CCOc1ccc(OCC)c(NC(=O)CN(C)S(=O)(=O)c2cnc[nH]2)c1 | -3% | 0.5% | 4% | 0.1% | 8% | 8% | 6.1 | 47 | 0.3% | 3%
CCCN(c1ccc(C)cc1)c1nc(=O)c2cccnc2s1 | 4% | -1.6% | 1% | x | -1% | 1% | 1.6 | 40 | 0.0% | x
O=C(N/N=C/c1sc(N2CCCCC2)nc1-c1cccs1)C1CC1 | 13% | -1.7% | -4% | -0.1% | 0% | 32% | 0.9 | 80 | 0.2% | 10%
Cc1cc(C)nc(NS(=O)(=O)c2ccc(NC(=O)COc3ccccc3)cc2)n1 | 4% | 1.0% | -2% | -0.9% | 13% | 0% | 1.1 | 93 | -0.1% | -5%
NC(=O)CSc1cn(CCNC(=O)c2cccs2)c2ccccc12 | 0% | -1.6% | 8% | 4.4% | -5% | 5% | 1.7 | 83 | -0.1% | -1%
Cc1cc(N/N=C/c2ccc(Cl)cc2Cl)nc(NCc2ccccc2)n1 | -6% | -0.4% | -2% | u | 14% | 12% | 6.1 | 34 | 0.5% | -5%
O=C(NNC(=O)c1cccnc1)NC12CC3CC(CC(C3)C1)C2 | 3% | 0.0% | 2% | 0.3% | -6% | -8% | 2.3 | 47 | 0.0% | -1%
COc1cc(OC)c(OC)cc1CN(C)C(c1ccccc1)c1nnnn1-c1ccccc1C (configuration not stated) | -1% | -2.2% | 3% | -0.2% | 22% | -5% | 1.0 | 50 | 0.2% | 3%
CCOC(=O)C1(Cc2cccc(OC)c2)CCCN(S(=O)(=O)N(C)C)C1 (configuration not stated) | -8% | -0.4% | -1% | 0.2% | -2% | -4% | 0.8 | 54 | -0.1% | -1%
O=S(=O)(Nc1cccc2ccccc12)c1cccc2nonc12 | -1% | -2.1% | -2% | 0.2% | 1% | -14% | 1.3 | 63 | -0.2% | 2%
O=C(NC1CC2CCCC(C1)N2C(=O)NC1CCCCC1)c1ccccc1 (configuration not stated) | 5% | 0.1% | -3% | 2.9% | -3% | 12% | 1.3 | 70 | -0.2% | 4%
CCOC(=O)C1=C(O)CSC1=Nc1cccc2ccccc12 | 14% | -1.0% | 7% | 4.2%[50 µM] | 9% | 4% | 4.6 | 86 | -0.1% | -5%
OCCN1CCN(c2nc3ccccc3nc2-c2ccccc2)CC1 | 8% | -0.1% | 0% | -0.1% | 2% | 4% | -0.3 | 46 | -0.1% | 1%
CC1CCCC(N2CCN(C(=O)c3ccccc3F)CC2)C1 (configuration not stated) | 4% | -0.1% | 4% | -0.5% | -9% | -1% | 2.5 | 61 | 0.3% | -2%
COc1ccc(CC(=O)Nc2ccc(C(N)=O)cc2)cc1 | 0% | -0.6% | 8% | 0.6% | 0% | -10% | 0.9 | 60 | -0.1% | -2%
CC(C)n1cc(CN2CCC(Oc3ccc(C(=O)N4CCCC4)cc3)CC2)cn1 | -2% | 6.7% | 3% | 0.1% | 7% | -4% | 0.3 | 66 | -0.1% | -8%
Cc1cc(C)c(S(=O)(=O)N2CCOC2CNC(=O)C(=O)NCCN(C)C)c(C)c1 (configuration not stated) | -10% | 1.1% | -2% | -0.3%[50 µM] | 0% | 1% | 0.0 | 49 | -0.2% | -5%
O=C(CSc1nc2scc(-c3ccccc3)c2c(=O)[nH]1)NC1CCCCC1 | -9% | -0.7% | -6% | x | -5% | 46% | 0.1 | 46 | 0.8% | x
O=C(NCc1ccco1)c1cc2n(n1)C(C(F)(F)F)CC(c1ccc(Cl)c(Cl)c1)N2 (configuration not stated) | -6% | -2.0% | -2% | 0.5% | -4% | 3% | 4.5 | 83 | 0.2% | 2% | Dengue-2 NS5 capping pilot replicate=2.1
O=C(O)c1cc2c(cc1NC(=O)c1ccccc1OC(F)F)OCCCO2 | 11% | 3.5% | -4% | 0.3% | -1% | -5% | -0.8 | 45 | 0.1% | 0%
COc1cccc(C(c2sc3nc(C)nn3c2O)N2CCN(C(=O)c3ccco3)CC2)c1 (configuration not stated) | -9% | 0.3% | 3% | -0.6% | 0% | 0% | 2.3 | 54 | -0.1% | -3%
Cc1ccc(NNC(=O)c2c(C)noc2C)cc1Cl | 1% | -3.8% | 1% | 0.3% | 0% | -18% | 0.9 | 55 | -0.1% | 2%
O=C(c1ccc(Cl)cc1)N1CCN(CCc2ccccn2)CC1 | 1% | 0.8% | 1% | -0.5%[50 µM] | 9% | 0% | -0.9 | 86 | -0.1% | -1%
Cc1ccc(S(=O)(=O)NC2(C(F)(F)F)NC(=O)N(c3ccc(F)cc3)C2=O)cc1 (configuration not stated) | -7% | 1.3% | -4% | -0.2% | 2% | 11% | -0.3 | 37 | -0.2% | -1%
COc1ccccc1N1CCN(C(=O)c2onc(C)c2Cl)CC1 | 4% | -0.8% | -2% | 1.5% | 10% | 8% | -1.6 | 58 | 0.0% | 1%
COCCNC(=O)Cn1cc2c(n1)CCCCC2 | -10% | 2.2% | 2% | 1.1% | 4% | 6% | 6.6 | 57 | -0.1% | -3%
O=[N+]([O-])c1ccc(NCCNCCOc2nonc2-c2ccccc2)c([N+](=O)[O-])c1 | -2% | 1.1% | 3% | 0.1% | -16% | 3% | 0.1 | 50 | -0.6% | -12%
CCOC(=O)c1[nH]c2ccc(F)cc2c1NC(=O)C1=COCCO1 | 10% | -2.6% | 3% | -1.0%[50 µM] | -4% | 0% | 0.7 | 44 | -0.1% | -6%
O=C(Nc1ccc(Br)cc1)C(c1ccccc1)c1ccccc1 | 7% | 1.1% | 3% | -9.8% | 4% | 29% | -0.5 | 96 | 0.1% | -3%
CCC(=O)Nc1ccc(Oc2ccc3c(c2)C(=O)NC3=O)cc1 | 5% | -2.1% | 8% | -0.1% | 13% | -4% | -0.4 | 50 | -0.2% | -2%
